Bioassay records from PubChem.
hcDAF12 agonist – activates DAF-12 receptor from parasite H. contortus; HEK293 hcDAF-12 lit1-tk-luc reporter, luminescence; 0% DMSO, 100% Δ7-dafachronic acid; activation, % at 6.8 µM; 370,000 compounds, 1.4% hits;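 active = activation above the mean of all tested compounds plus 3 SD, cut at about 5.5% in these data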;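 also: 100% = response to 3 µM Δ7-dafachronic acid high control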
SMARCA2 activ – SMARCA2 function activation, primary screen; MG213 cells, MMTV-luciferase reporter, dexamethasone, overnight; 370,000 compounds, 1% hits; activation, % at 9.1 µM; in the data active = activation above about 7.8%;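 also: 0% = vehicle wells and 100% = reference activator wells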
PG9 binder – binds the HIV-1 gp120 antibody PG9 | TR-FRET gp120-PG9 antibody binding | 360,000 compounds, 0.43% hits | inhibition, % at 6.7 µM; in the data active = inhibition above about 8.5%
PLCb3 inh – inhibitors of human phospholipase C beta3 | 370,000 compounds, 0.18% hits | Q01970 | Purified PLC-beta3, fluorogenic substrate, fluorescence | inhibition, % at 12.2 µM; in the data active = inhibition above about 11%;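 also: 0% = median of compound wells on plate and 100% = full blocker control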
GAA850 FXN act – increases GAA850 frataxin promoter reporter activity | activation, % at 6 µM | 360,000 compounds, 0.56% hits | HEK293 lucGAA850 FXN promoter luciferase reporter, 24 h; percent of 10 µM SAHA response;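 active = activation above the average of all compounds screened plus 3 SD, cutoff fixed separately per campaign, cut at about 7.5% in these data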;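 also: 0% = DMSO wells and 100% = 10 µM SAHA wells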
hgDAF12 agonist – activates the H. glycines DAF-12 receptor ligand-binding domain | HEK293 GAL4-hgDAF12 UAS-luciferase reporter, agonist luminescence; normalized to butyrate control | activation, % at 6.8 µM | 370,000 compounds, 1.8% hits | AID 687014;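 active = activation above a cutoff set at the mean of all screened compounds plus 3 SD, cut at about 10% in these data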;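 also: 0% = DMSO wells and 100% = sodium butyrate wells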
ssDAF12 agonist – activates DAF-12 receptor from parasite S. stercoralis; 370,000 compounds, 1% hits; activation, % at 6.8 µM; HEK293 ssDAF-12/GRIP1 lit1-tk-luc reporter, luminescence; % of 3 µM dafachronic acid response;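 active = activation above the mean over all tested compounds plus 3 SD, cut at about 0.9% in these data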;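 also: 0% = DMSO-only wells and 100% = 3 µM delta7-dafachronic acid wells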
DAX1 inh-1 – DAX1 (NR0B1) inhibition, primary screen | HEK293T StAR-luciferase reporter, SF-1/DAX-1 repression relief | inhibition, % at 6.8 µM | 370,000 compounds, 1.1% hits | AID 652010;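 active = inhibition above the mean over all tested compounds plus 3 SD, cut at about 3.6% in these data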;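 also: 0% = DAX-1 cells with DMSO and 100% = cells lacking DAX-1 with DMSO; higher inhibition means more luminescence from relief of DAX-1 repression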
HGIII-sPLA2 inh – Blocks human group III sPLA2 activity. QFRET BODIPY PC-A2 liposome hydrolysis, fluorescence. inhibition, % at 12.2 µM. 370,000 compounds, 0.56% hits. AID 743126;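 active = inhibition above mean plus 3 SD of compounds lying within the high and low control bounds, cut at about 19% in these data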;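 also: 0% = median of test compound wells and 100% = no enzyme DMSO wells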
DAX1 inh-2 – inhibits human nuclear receptor DAX1; P51843; HEK293 Gal4-DAX1 luciferase reporter, luminescence; inhibition, % at 6.75 µM; 340,000 compounds, 0.99% hits; AID 504766;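 active = inhibition above the mean over all tested compounds plus 3 SD, cut at about 4.2% in these data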;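 also: 0% = DAX1-transfected cells with DMSO and 100% = empty-vector control cells with DMSO; inhibition shows as a rise in luminescence from relieved DAX1 repression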
Target sequence (P51843 207-470 limits assumed): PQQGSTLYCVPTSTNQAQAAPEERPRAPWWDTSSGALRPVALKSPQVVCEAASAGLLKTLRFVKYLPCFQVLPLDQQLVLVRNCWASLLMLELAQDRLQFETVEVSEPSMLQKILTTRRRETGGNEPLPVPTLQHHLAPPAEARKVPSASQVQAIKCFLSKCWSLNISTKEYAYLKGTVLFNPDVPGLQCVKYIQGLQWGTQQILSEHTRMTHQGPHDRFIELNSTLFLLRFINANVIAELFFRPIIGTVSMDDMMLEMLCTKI
Rev-erbA mod – Rev-erb alpha (human) modulation | 370,000 compounds, 0.79% hits | Rev-erbα–FITC-DNA binding, fluorescence polarization, 90 min | activity, % at 10 µM | P20393 | AID 1259318;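 active = activity above about 14%, limit read from the data; passing the limit was not always enough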;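 also: 0% = DMSO wells with 35 nM protein and 100% = DMSO wells with 750 nM protein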
Target sequence (P20393 whole entry, looked up): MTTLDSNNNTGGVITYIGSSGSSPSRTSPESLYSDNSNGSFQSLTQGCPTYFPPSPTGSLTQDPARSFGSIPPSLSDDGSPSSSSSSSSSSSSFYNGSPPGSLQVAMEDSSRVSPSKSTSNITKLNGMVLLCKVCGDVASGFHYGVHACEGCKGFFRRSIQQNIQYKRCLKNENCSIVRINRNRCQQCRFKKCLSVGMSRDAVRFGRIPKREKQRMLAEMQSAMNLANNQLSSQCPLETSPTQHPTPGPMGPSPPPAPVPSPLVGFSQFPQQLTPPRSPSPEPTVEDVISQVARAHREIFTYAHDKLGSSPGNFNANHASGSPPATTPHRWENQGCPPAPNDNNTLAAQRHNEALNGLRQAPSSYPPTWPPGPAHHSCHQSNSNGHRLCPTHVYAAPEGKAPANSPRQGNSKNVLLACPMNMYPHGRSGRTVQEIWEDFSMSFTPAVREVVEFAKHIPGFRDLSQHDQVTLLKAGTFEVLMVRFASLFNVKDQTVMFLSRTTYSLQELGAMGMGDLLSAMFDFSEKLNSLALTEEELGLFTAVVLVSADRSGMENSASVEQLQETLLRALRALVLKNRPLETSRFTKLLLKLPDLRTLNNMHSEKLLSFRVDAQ
Numbers without * were called inactive; . = not tested or not shown. Not a hit list; 7% or so of the library scored in one or more.

Compound,hcDAF12 agonist,SMARCA2 activ,PG9 binder,PLCb3 inh,GAA850 FXN act,hgDAF12 agonist,ssDAF12 agonist,DAX1 inh-1,HGIII-sPLA2 inh,DAX1 inh-2,Rev-erbA mod
COc1ccc(Nc2nc(C)cc(-c3cc(-c4ccccc4)on3)n2)cc1,0.3,-0.9,0.7,-0.1,1.7,2.4,-0.8,0.1,6.0,0.3,2.6
COc1ccc(C(=O)NC(C)C2CC3CCC2C3)cc1 (stereo unspecified),-1.4,4.5,-1.3,-2.3,1.6,2.9,-1.2,0.1,5.5,-0.5,0.6
C/C(=N\Nc1ccc(C)c(Cl)c1)c1ccncc1,0.7,0.5,0.9,-12.7,-0.4,4.4,-1.4,-0.5,-3.4,-0.6,4.8
O=C(N/N=C/c1ccncc1)c1cccc(NC(=O)c2ccccc2Cl)c1,-1.4,0.7,-0.4,1.2,-2.4,-1.4,-1.3,-0.8,6.8,-2.4,-7.9
CCN(CC)S(=O)(=O)c1cccc(C(=O)OCc2cc(=O)n3nc(C)sc3n2)c1,-2.3,-0.2,-0.7,0.4,2.2,0.5,-1.6,-0.4,0.5,1.3,0.5
Cc1ccsc1C(=O)Nc1nccs1,0.3,9.3*,-2.9,0.2,1.2,4.5,0.3,0.4,3.8,1.0,-1.3
CC1CCCCN1CCCNC(=O)C1CCCN(c2ncnc3c2nc2n3CCCCC2)C1 (stereo unspecified),1.3,-0.8,0.3,-2.9,-0.2,0.8,-1.0,-0.3,1.1,2.4,-6.1
CCc1ccc(-c2nc(CCl)cs2)cc1,5.5,4.2,-1.0,0.6,5.3,11.8*,0.2,3.0,4.3,1.3,0.8
O=C(COC(=O)c1cc(S(=O)(=O)N2CCCCC2)ccc1N1CCOCC1)NC1CCS(=O)(=O)C1 (stereo unspecified),-1.8,1.3,0.1,2.9,1.6,-0.1,-1.2,0.1,-1.9,-0.5,-0.4
N#C/C(=C1\CCCN1)c1ccc2ccccc2n1,0.1,0.6,-0.7,-38.5,-1.5,0.9,-1.0,-0.7,-5.6,0.8,4.3
Cc1cc(=O)oc(C)c1C(=O)Nc1cccnc1Cl,3.0,-0.8,-2.6,4.9,1.4,0.9,-1.0,-0.1,-0.2,1.1,1.9
Cc1ccccc1NC(=O)CSc1nnc(-c2ccccc2)n1-c1ccccc1,-2.2,0.9,36.7*,-1.7,-4.5,1.4,-1.2,-0.2,-0.1,-1.1,37.4*
CCc1ccc(-c2cc(C)no2)cc1S(=O)(=O)N1CCN(c2ccc(F)cc2)CC1,-3.5,-3.1,-0.9,-11.6,0.1,-2.0,-2.1,-5.0,6.5,0.3,2.3
CCOC(=O)C1=C(COc2ccccc2)NC(=O)NC1c1ccc(Br)cc1 (stereo unspecified),-2.8,-1.4,-0.1,6.4,2.1,-4.9,-1.3,-1.0,-3.7,1.7,1.5
COc1cccc(C(=O)C2CN(c3ccccc3)CC2c2ccc(Cl)cc2)c1 (stereo unspecified),-1.9,3.3,1.2,-67.1,0.0,-2.0,-1.6,-0.7,0.4,0.7,-1.6
CN(C)Cc1ccccc1Sc1ccc(Br)cc1,-1.9,-6.0,-1.4,-1.1,2.1,-3.4,-1.5,-0.6,16.2,-0.2,-1.5
COc1cc(/C=N/n2cnnc2)ccc1OC(=O)c1ccncc1,1.2,1.4,-2.4,2.0,2.5,1.9,-1.1,0.3,-2.1,0.2,-0.9
COc1cc(C2Sc3ccccc3NC3=C2C(=O)OC3)cc(OC)c1OC (stereo unspecified),1.1,-1.2,-0.2,0.6,-0.6,0.1,-0.5,-0.5,-12.7,-0.2,2.4
C=CCn1c(SCc2c(Cl)cccc2Cl)nnc1-c1cccc(C)c1,-3.3,-5.3,.,0.1,.,-4.6,-2.4,-2.5,-6.5,.,2.7
CC(=O)Nc1cccc(NC(=O)CSc2ncc(-c3ccccc3)[nH]2)c1,0.3,0.4,0.3,0.2,1.1,-2.5,-0.9,0.1,0.1,0.3,-6.2
O=C(c1ccc(C(F)(F)F)cc1)N1CCC(=O)N([C@H](COCc2ccc(C(F)(F)F)cc2)Cc2ccccc2)CC1,-1.5,-0.1,-1.0,2.7,.,0.0,-1.4,-2.7,-2.2,.,1.2
O=C(O)C1CC2CCC1CC2 (stereo unspecified),0.4,5.0,0.5,3.5,2.4,1.0,-1.5,0.3,-1.6,3.0,-1.1
Cc1ccc(S(=O)(=O)N2CCCC(C(=O)NCc3ccc4c(c3)OCO4)C2)cc1 (stereo unspecified),-1.5,0.8,-2.6,-1.1,-1.6,1.1,-1.0,0.3,2.4,-0.8,6.1
CCOC(=O)Nc1oc2ccccc2c(=O)c1C,-0.7,-3.5,1.3,-12.5,-0.5,0.7,-1.3,-0.7,0.5,0.9,1.2
CC(=O)c1ccc(S(=O)(=O)N2Cc3ccccc3CC2C(=O)O)cc1 (stereo unspecified),3.5,0.1,-0.2,-3.3,2.4,-1.2,0.0,-0.6,-0.1,-1.7,2.9
O=C(NCc1ccco1)c1ccccc1-c1ccccc1,-2.1,0.0,1.2,1.8,-1.3,-0.2,-1.3,-0.6,-4.9,-0.3,-1.8
COc1cc(C(=O)OCc2cc(=O)c(O)co2)ccc1OC(F)F,0.0,0.2,-2.6,-3.3,3.3,1.0,-0.7,-0.3,-6.8,1.9,1.8
CC(C)c1ccc(-c2nc(N3CCCCC3)[nH]c(=O)c2C#N)cc1,1.7,0.1,-0.4,-6.2,4.4,1.4,-0.9,-0.2,-7.0,0.7,-1.0
CCN(CCn1cccn1)C(=O)CC1C(=O)NCCN1CC1CCCCC1 (stereo unspecified),0.3,-1.1,-0.1,-22.3,0.8,1.1,-0.1,0.3,3.7,1.6,-1.0
C=CCC1=C/C(=C\c2c(N)n3nc(CC(=O)N4CCCC4)sc3nc2=O)C=C(OC)C1=O,-1.8,-1.4,-0.4,-32.5,1.6,-1.6,-0.6,-0.2,-8.6,0.1,10.2
Cc1cnc(NC(=O)c2ccco2)s1,0.9,6.8,-0.7,1.2,5.8,7.1,-0.7,1.1,-0.4,2.5,0.5
CN(C)S(=O)(=O)N1CCN(C(=O)c2ccc3c(c2)OCO3)CC1,-0.1,-0.7,-1.0,-1.4,1.4,0.4,-0.9,-0.5,0.9,-1.1,1.1
Cc1ccc(OCC(=O)N2CCC(N3CCCCCC3)CC2)cc1,0.3,0.4,-1.7,5.3,-0.4,-0.8,-0.8,0.3,-0.1,-0.1,1.6
O[C@@H]1C[C@H](c2ccccc2)N(CC2CCCCC2)C[C@H]1n1cc(C2CC2)nn1,-1.6,-2.5,-0.9,1.1,1.2,-0.4,-1.4,-1.0,9.9,0.4,0.9
O=C(CCl)Nc1c[nH]c(=O)[nH]c1=O,-0.6,-1.1,-0.2,-2.0,-1.1,-2.3,-1.2,-1.1,-3.5,-1.2,1.5
O=C1/C(=C/c2ccco2)N=C(N2CCCCC2)N1c1ccccc1,-0.2,0.3,2.2,-20.8,2.1,0.4,-1.1,0.2,-4.4,-0.3,0.2
C=CCn1c(C)cc(C2=NNC(=NC(C)(C)C)SC2)c1C,-6.6,-6.2,-1.7,-18.2,-11.6,-11.9,-2.5,-1.5,-2.4,-1.8,4.8
O=C(COC(=O)c1cc(Br)c(Br)s1)NCCC1=CCCCC1,-0.4,9.3*,-0.3,1.9,0.1,0.2,-1.6,-0.5,-8.2,-1.5,-1.9
COc1ccc(C(=O)C2CCN(C(=O)Nc3ccccc3C)CC2)cc1,-0.3,-0.2,-1.6,-3.0,1.3,0.7,-1.0,0.4,2.9,0.0,-5.6
C#CCOCCOCCOCCNc1nc(N2CCOCC2)nc(N2CCN(C(=O)CCCCCCCCCCNC(=O)Cn3cc(CCCCCN)nn3)CC2)n1,-0.6,1.3,1.1,-1.8,0.4,-0.6,-1.4,0.0,-3.4,0.3,-1.1
O=C(Nc1ccccc1)c1cc(S(=O)(=O)N2CCSCC2)ccc1Cl,-0.8,0.0,-2.4,1.1,1.4,1.9,-1.6,-0.6,1.3,0.4,-0.8
N#C/C(=C/c1ccc(N2CCCCC2)o1)C(=O)Nc1ccc2ccccc2c1,-2.9,0.2,-1.2,-93.0,1.6,1.1,-1.9,-1.0,-96.2,-2.6,67.2*
CC1(C)CC(=O)c2sc(NC(=O)CN3C(=O)CCC3=O)nc2C1,0.4,-6.7,0.8,-0.5,-0.8,-0.5,-1.1,1.4,9.8,0.5,-1.4
Cc1ccc(S(=O)(=O)N2C[C@@H]3[C@H]4CC[C@H](C4)[C@@H]3[C@@H](C)[C@H]2C#N)cc1,-1.4,-4.1,-0.1,-1.8,1.7,-1.7,-1.2,-0.1,1.5,-0.6,-0.2
COc1cccc(N2CCN(S(=O)(=O)c3ccc(-c4cnc(C5CC5)o4)cc3)CC2)c1,-0.5,-3.1,1.3,-7.1,2.7,2.1,-1.3,-1.0,6.0,0.1,-3.6
CC(OC(=O)c1cc2sccc2n1C)C(=O)NCc1ccc2c(c1)OCO2 (stereo unspecified),-1.9,-0.1,-0.3,-2.4,-1.4,1.7,-1.1,0.4,6.0,2.0,4.3
CCCn1c2ccccc2c2nnc(SCC(=O)Nc3cc(C)on3)nc21,0.9,0.9,4.4,-2.7,4.2,1.7,-1.1,-1.0,-0.6,-0.2,-7.2
Cc1ccc(/C(O)=C2\C(=O)C(=O)N(CCCN3CCOCC3)C2c2ccccc2F)cc1 (stereo unspecified),2.4,-1.9,5.3,0.9,1.3,8.2,-1.0,1.3,3.2,0.0,2.3
